LYP phosphatase – inhibitors of LYP phosphatase, biochemical, fluorescence intensity, uHTS (AID 1779). recombinant LYP phosphatase, fluorescence intensity; higher % means a stronger effect. inhibition, % at 11.5 µM, or IC50 in µM where a hit was titrated. hit rate 0.054% among 290,000; in the data active means inhibition above about 50%;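 further: plate controls were vehicle with enzyme for no effect and no enzyme for full effect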
Myeloid diff MLP – induction of myeloid progenitor differentiation, primary screen, cell-based, flow cytometry, MLPCN library | ER-HoxA9 myeloid progenitors, lysozyme-GFP differentiation | calls only at 10 µM | hit rate 1% among 360,000;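 active means normalized GFP-positive differentiation at or above the plate's own cutoff, the solvent-only control mean plus 3 SD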;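 further: cells exposed to compound for four days before flow analysis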
GPR55 antagonists – GPR55 antagonists blocking LPI-driven arrestin recruitment, primary screen, imaging, U2OS, beta-arrestin-GFP, LPI agonist (AID 2013); G-protein coupled receptor 55 (Homo sapiens); U2OS GPR55 beta-arrestin-GFP translocation imaging, LPI antagonism; higher % means a stronger effect; inhibition, % at 10 µM, or IC50 in µM where a hit was titrated; hit rate 0.13% among 290,000;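 active means spots per cell inhibited over 60%, with over 100 cells counted and total cytoplasm intensity under 500,000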;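 further: U2OS cells stably carrying GPR55 and arrestin-GFP stimulated by 5 µM LPI near EC80; imaged beta-arrestin-GFP aggregate spots per cell after agonist stimulation; plate controls were LPI-stimulated DMSO wells for no effect and DMSO wells without LPI for full effect; some results filed as inactive read as strong as hits; confirmed hits need IC50 under 10 µM and bright autofluorescent wells are also inconclusive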
MgcRacGAP inhibition – MgcRacGAP GTPase-activating activity inhibitors, confirmation, biochemical, ADP Hunter fluorescence; Rac GTPase-activating protein 1 (Homo sapiens); MgcRacGAP-stimulated Rac1 GTP hydrolysis, ADP Hunter fluorescence; higher % means a stronger effect; GST-tagged Rac1 F28L mutant substrate; inhibition, % at 30 µM, or IC50 in µM where a hit was titrated; hit rate 0.6% among 340,000;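 active means first-screen hits whose inhibition reached a set limit at any dose in the follow-up dose series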;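 further: fluorescence reports GDP produced by GAP-driven GTP hydrolysis; strong numbers were not always called active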
PhoP inhibition – inhibitors of PhoP regulon expression, primary screen, Salmonella Typhimurium, GFP reporter (AID 1863); one-dose inhibition, % at 50 µM; IC50 in µM for titrated hits; hit rate 0.16% among 300,000; S. Typhimurium PhoP-regulated promoter GFP reporter, 4 h; higher % means a stronger effect;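 active means inhibition over 29.93%, a cutoff 3 SD above the screen mean, later confirmed by dose response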;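 further: 0% = low Mg2+ inducing control and 100% = high Mg2+ repressing control; strong numbers were not always called active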
SIAH1 antagonists – Siah-1 peptide-binding antagonists, primary screen, biochemical, fluorescence polarization, rhodamine-plectin, uHTS (AID 1817) | E3 ubiquitin-protein ligase SIAH1 (Homo sapiens) | Siah-1 / rhodamine-plectin peptide fluorescence polarization; higher % means a stronger effect | one-dose displacement, % at 20 µM; IC50 in µM for titrated hits | hit rate 0.02% among 290,000;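 active means displacement of at least 50% at 20 µM, with a fluorescence ratio check between 0.3 and a set limit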;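 further: plate controls were Siah plus tracer with DMSO for no effect and tracer alone without Siah for full effect; strong numbers were not always called active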
HIV fusion peptide – inhibitors of HIV fusion peptide binding, primary screen, biochemical, uHTS, fluorescence dequenching (AID 1986) | cell-free peptide binding, fluorescence dequenching, 30 min; higher % means a stronger effect | inhibition, % at 20 µM; hits with a dose series show IC50 in µM | hit rate 0.3% among 290,000; in the data active means inhibition mostly above about 52%, no sharp cut-off; inactive means mostly below about 76%; further: some results filed as inactive read as strong as hits
GPR35 arrestin U2OS – GPR35 antagonists blocking zaprinast-driven arrestin recruitment, primary screen, imaging, U2OS, beta-arrestin-GFP, zaprinast agonist (AID 2058). G-protein coupled receptor 35 (Homo sapiens). U2OS GPR35 beta-arrestin-GFP translocation imaging, zaprinast antagonism; higher % means a stronger effect. one-dose inhibition, % at 10 µM; IC50 in µM for titrated hits. hit rate 0.052% among 290,000;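 active means inhibition of at least 50% with at least 30 cells and total cytoplasm GFP at most 10,000,000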
NTR1 agonist – agonists of NTR1, primary screen, imaging, U2OS cells, beta-arrestin-GFP, high content (AID 493036); Neurotensin receptor type 1 (Homo sapiens), P30989; NTR1-U2OS beta-arrestin-GFP spot imaging, agonist mode; activation, % at 20 µM; hit rate 0.17% among 330,000;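 active means activation at or above 40% of the spot to cytoplasm intensity ratio, with at least 20 cells analyzed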;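 further: 0% = DMSO without peptide and 100% = 100 nM NTR1 peptide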
Target sequence (P30989 whole entry, looked up): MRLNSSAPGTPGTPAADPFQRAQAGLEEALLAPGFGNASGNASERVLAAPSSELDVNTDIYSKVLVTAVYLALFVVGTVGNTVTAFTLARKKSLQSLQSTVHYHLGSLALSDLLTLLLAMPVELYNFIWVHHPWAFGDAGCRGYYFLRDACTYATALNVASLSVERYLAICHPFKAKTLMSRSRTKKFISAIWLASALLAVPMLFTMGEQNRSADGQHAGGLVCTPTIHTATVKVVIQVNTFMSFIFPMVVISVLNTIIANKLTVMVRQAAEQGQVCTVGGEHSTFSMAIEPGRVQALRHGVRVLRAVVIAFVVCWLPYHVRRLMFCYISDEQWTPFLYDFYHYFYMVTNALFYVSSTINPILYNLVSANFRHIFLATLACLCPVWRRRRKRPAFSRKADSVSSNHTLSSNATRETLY
NTR1 agonist cell count 20 µM – recorded beside NTR1 agonist, whose call it bears; cell count; measured here: cell count, cytotoxicity flag
Myeloid diff MLP GFP+ MAC1+ % – further read-out of Myeloid diff MLP, marked with its call; GFP+ MAC1+ double positive, %; measured here: differentiation confirmed by MAC1 staining
* marks the source's active call; other numbers are inactive results; i = inactive; . = not tested or not shown; + = active, no number.

mol | LYP phosphatase | Myeloid diff MLP | Myeloid diff MLP GFP+ MAC1+ % | GPR55 antagonists | MgcRacGAP inhibition | PhoP inhibition | SIAH1 antagonists | HIV fusion peptide | GPR35 arrestin U2OS | NTR1 agonist | NTR1 agonist cell count 20 µM
CCN(CC)CCN(C)C(=O)CCc1nnc(-c2ccc(C)s2)o1 | -10% | i | 0.7 | 17% | 0% | 15% | -5% | 0.1% | 11% | -1.2 | 34
Cc1cccc(-[n+]2c(-c3cccc(Br)c3)[nH]c3nc4ccccc4nc32)c1 | 13% | i | 0.3 | 9% | . | -7% | 1% | -2.5% | 2% | 7.7 | 59
CCN(CC(F)(F)C(F)F)S(=O)(=O)c1ccc(NC(=O)OC)cc1 | -7% | i | 0.7 | 12% | 5% | -5% | 0% | 0.9% | 1% | -0.4 | 86
COc1ccc(C)cc1NC(=O)C(NCC(O)c1ccccc1)c1ccccc1 (centres undefined) | 1% | i | 0.9 | -3% | 97µM* | 2% | 13% | 2.3% | 0% | 1.7 | 75
Cc1ccc(NC(=O)/C(=C\c2cccc([N+](=O)[O-])c2)NC(=O)c2cccs2)cc1 | -6% | i | 1.3 | 1% | -5% | -6% | -2% | 0.6% | -12% | -1.0 | 79
O=S(=O)(Nc1ccncc1)c1ccc(Cl)cc1 | -3% | i | 0.5 | 0% | 3% | 3% | 5% | 2.1% | 4% | 1.2 | 75
COCCn1cc(C(=O)NCCCN2CCC(C)CC2)c2c3ccccc3n(C)c2c1=O | -1% | i | 5.9 | 19% | 1% | -5% | 4% | 1.1% | -14% | 2.1 | 67
Cc1ccc2c(c1)cc(CN(Cc1cccs1)C(=O)c1ccco1)c1nnnn12 | -1% | i | 1.3 | 4% | 8% | 15% | 1% | -2.9% | 2% | 4.3 | 79
CCOC(=O)c1nnc(-c2cccs2)nc1Oc1ccccc1C(=O)OC | -3% | i | 1.2 | -1% | 8% | -13% | 1% | -1.5% | 1% | 6.1 | 52
CC1CCCCC1NC(=O)CN1CCC(O)(c2ccc3c(c2)OCO3)CC1 (centres undefined) | -7% | i | 0.3 | 17% | 2% | -3% | 6% | -0.9% | 11% | -0.5 | 63
CCNC(=S)Nc1cccc(F)c1C | -11% | i | 0.4 | -4% | . | -1% | 13% | -1.5% | -14% | -0.2 | 63
Cn1c(=O)c2c(SCC(=O)c3ccccc3)nc(C3CC3)nc2n(C)c1=O | 5% | i | 7.9 | -19% | 5% | 2% | -2% | 0.7% | 27% | 9.4 | 87
Cc1ccc(NC(=O)NC2CCCCCCC2)c(C)c1 | -9% | i | 1.6 | 7% | 10% | -1% | 9% | 0.5% | -2% | -0.2 | 84
Cn1c(=O)c2ccccc2n(CC(=O)N2CCCc3ccccc32)c1=O | 2% | i | 0.7 | -6% | 5% | -6% | 2% | -0.8% | -4% | -0.4 | 60
CCCCOc1ccc(C(=O)N=c2sccn2C)cc1OC | -2% | i | 0.0 | 10% | 6% | 0% | 6% | 0.6% | -4% | 0.4 | 63
Nn1c(SCC(=O)N2CCCCC2)nnc1-c1ccncc1 | -6% | i | 1.4 | 19% | 8% | -13% | 0% | 4.9% | -2% | -1.9 | 37
COc1ccc(-n2cc(-c3ccccc3)[nH]c2=S)c(OC)c1 | -2% | i | 0.8 | 9% | 8% | -4% | 2% | -1.0% | 6% | -0.5 | 47
CCCSc1nc2ccsc2c(=O)n1CC | -1% | i | 0.4 | 10% | 8% | -6% | 2% | -1.5% | -3% | 0.5 | 39
COc1ccccc1C(=O)N/N=C(\C)CC(=O)Nc1ccc(Nc2ccccc2)cc1 | -1% | i | 2.4 | -2% | 29% | 1% | 1% | 1.9% | -16% | 6.0 | 44
COc1ccc(NC(=S)NCCc2ccc(S(N)(=O)=O)cc2)c(OC)c1 | 0% | i | 0.3 | 0% | 4% | 1% | 4% | 3.0% | -13% | 1.0 | 45
COc1ccc(/C=C(\NC(=O)c2ccc(OC)c(OC)c2)C(=O)NCCc2c[nH]c3ccccc23)cc1 | 2% | i | 1.3 | 5% | 5% | 2% | 0% | 1.2% | -1% | -0.4 | 68
CC1Cc2nc(SCC(=O)NCc3ccccc3)n(Cc3ccccc3)c(=O)c2S1 (centres undefined) | 9% | i | 3.0 | -1% | 0% | 5% | 0% | -0.7% | 0% | 0.7 | 91
Cc1ccc(/C=C/C(=O)N2CCN(S(=O)(=O)c3c(C)c(C)cc(C)c3C)CC2)o1 | -2% | i | 0.9 | 3% | 10% | 5% | 2% | 14% | 5% | -1.6 | 48
Cc1ccc(C(=O)CCC(=O)Nc2ccccc2F)cc1 | -1% | i | 0.3 | -8% | 8% | 1% | 6% | -1.5% | 3% | -0.1 | 41
CC(=O)Nc1ccccc1C(=O)C(=O)O | 6% | i | 0.8 | 32% | 13% | 0% | 1% | -2.9% | 13% | 0.3 | 37
Cc1ccc(O)c(C(=O)/C=C/c2ccc3c(c2)OCCO3)c1 | 0% | i | 0.4 | 5% | 7% | 5% | 7% | 1.8% | 0% | 4.6 | 64
CCOC(=O)c1nn(-c2ccccc2)c(=O)cc1OCC(=O)Nc1cccc(OC)c1 | . | i | 0.7 | . | 5% | -4% | . | . | . | -0.5 | 71
O=C(Nc1ccc2[nH]c(=O)[nH]c2c1)c1cc(F)c(F)cc1Cl | -6% | i | 0.2 | -2% | 15% | 0% | -3% | -1.8% | 17% | 1.6 | 50
COc1ccc(OC)c(-c2nnc(SCC(=O)N3CCCC3)o2)c1 | -6% | i | 2.4 | 1% | 6% | 0% | -1% | -1.4% | 2% | -0.3 | 44
O=C(NC1CCCCC1)C(c1ccncc1)N(Cc1ccc2c(c1)OCO2)C(=O)C(F)(F)F (centres undefined) | 0% | i | 1.6 | 14% | 4% | 7% | 9% | 21% | -6% | 2.7 | 47
CC(C)CC(=O)Nc1ccccc1Oc1ccccc1 | -7% | i | 1.2 | 0% | 7% | -6% | -3% | -0.7% | 11% | 0.7 | 60
COc1ccccc1CC(=O)N1CCN(c2ccc([N+](=O)[O-])cc2)CC1 | -3% | i | 0.5 | 5% | 4% | -8% | 4% | -1.5% | -4% | 0.2 | 34
CCC(C)c1ccccc1N1CC(C(=O)Nc2ccc(S(=O)(=O)N3CCOCC3)cc2)CC1=O (centres undefined) | . | i | 0.8 | . | 4% | -4% | . | . | . | 1.2 | 48
CCC1CN(C(=O)Nc2cccc(C)c2)c2cc(C)ccc2O1 (centres undefined) | -5% | i | 0.3 | 13% | 8% | -2% | 6% | -0.9% | 2% | 1.2 | 41
COc1cccc(OC)c1C(=O)Nc1ccc(N2CCN(C(=O)c3cccs3)CC2)cc1 | -9% | i | 0.5 | 2% | 5% | -2% | -3% | -0.7% | 9% | 1.9 | 59
CCCc1cc(=O)oc2cc(C)cc(OCC(=O)Nc3ccccn3)c12 | -10% | i | 0.3 | 17% | 7% | 3% | 25% | 1.9% | -15% | -0.4 | 55
O=C(CC(=O)c1ccccc1)Nc1ccccn1 | -4% | i | 0.4 | 3% | 0% | 9% | 0% | -2.0% | 8% | -0.4 | 73
N#Cc1ccccc1COC(=O)c1cccnc1N | -4% | i | 0.8 | 2% | 4% | -5% | -8% | -0.4% | -16% | 1.9 | 44
COc1ccc(Nc2nccc(-c3ccc(C#N)cc3)n2)cc1 | -13% | i | 0.1 | -12% | 10% | 17% | -4% | 1.2% | -17% | 0.1 | 77
CCOc1ccc(CCNC(=O)Cn2nc(C)c3c(C)n(-c4ccccc4)nc3c2=O)cc1 | -11% | i | 0.0 | 6% | 5% | -3% | 14% | -0.4% | -8% | -1.8 | 50
N#Cc1c(-c2ccc(F)cc2)cc(C2CC2)nc1SCC(=O)c1cccs1 | -2% | i | 1.1 | 1% | 3% | -11% | 12% | 4.2% | 16% | 3.1 | 52
CCCNC(=O)N1CCN(S(=O)(=O)c2ccc(C)cc2)CC1 | -9% | i | 1.1 | -8% | 2% | 14% | -1% | -1.9% | 8% | -0.1 | 88
CC(C)(C)c1cc(NC(=O)C2CCCO2)no1 (centres undefined) | -1% | i | 8.1 | -5% | 1% | 1% | 4% | 3.1% | 3% | 1.1 | 58
Cc1ccc(-n2nnc3c(=O)n(CC(=O)N4CCOCC4)cnc32)cc1 | -1% | i | 1.2 | 7% | 16% | 6% | 2% | 1.1% | -23% | 4.3 | 45
OCC1CCCC(n2cnc3c(=S)nc[nH]c32)O1 (centres undefined) | 2% | + | 2.0* | 6% | 12% | -6% | -4% | 1.0% | 3% | -0.8 | 52
O=C(NCc1ccccc1)C1CCCN(S(=O)(=O)c2cccnc2)C1 (centres undefined) | -2% | i | 2.9 | 9% | 2% | 2% | -4% | -0.1% | 16% | -1.4 | 63
CC(C)C[C@H](NC(=O)[C@@H]1Cc2ccccc2CN1)C(=O)Nc1ccc(C(C)C)cc1 | 4% | i | 0.0 | 2% | 5% | -5% | 2% | 0.1% | -3% | 3.8 | 52

Entries above printed as active in MgcRacGAP inhibition.
smiles	LYP phosphatase	Myeloid diff MLP GFP+ MAC1+ %	GPR55 antagonists	MgcRacGAP inhibition	PhoP inhibition	SIAH1 antagonists	HIV fusion peptide	GPR35 arrestin U2OS
COc1ccc(C)cc1NC(=O)C(NCC(O)c1ccccc1)c1ccccc1 (centres undefined)	1%	0.9	-3%	97µM*	2%	13%	2.3%	0%

Fetched by compound from the list above:
mol | LYP phosphatase | Myeloid diff MLP | Myeloid diff MLP GFP+ MAC1+ % | GPR55 antagonists | MgcRacGAP inhibition | PhoP inhibition | SIAH1 antagonists | HIV fusion peptide | GPR35 arrestin U2OS | NTR1 agonist | NTR1 agonist cell count 20 µM
CCOC(=O)c1nnc(-c2cccs2)nc1Oc1ccccc1C(=O)OC | -3% | i | 1.2 | -1% | 8% | -13% | 1% | -1.5% | 1% | 6.1 | 52
COc1ccccc1C(=O)N/N=C(\C)CC(=O)Nc1ccc(Nc2ccccc2)cc1 | -1% | i | 2.4 | -2% | 29% | 1% | 1% | 1.9% | -16% | 6.0 | 44

High-throughput results: PubChem, several laboratories

An unsorted share of the library, and some 2.4% of all compounds hit somewhere here.
